M4 ag = CHRM4 agonism in calcium assay. activation, % at 3 µM. hit rate 0.14% among 360,000. CHO-K1 hM4/Gqi5, Fluo-8 calcium fluorescence; vehicle 0%, full acetylcholine response 100%. P08173. AID 624127;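 active = activation above the run mean over all test wells plus 3 SD, cut at about 32% in these data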;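 also: peak over basal fluorescence ratio per well then scaled between controls; 0% = DMSO wells and 100% = acetylcholine at EC100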
CRFR2-BP ag = CRF-BP/CRF-R2 complex agonism. HEK293 CRF-R2/CRF-BP, calcium dye fluorescence (FLIPR); percent of saturating CRF peptide response. activation, % at 13.2 µM. hit rate 0.46% among 350,000;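 active = activation of at least 50%, plus an integration ratio under a set limit after plate pattern correction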;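 also: plate controls were neutral control wells without compound for no effect and CRF at EC100 for full effect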
CHRM5 antagonist = antagonists of human muscarinic M5 receptor (CHRM5) | P08912 | CHO-hM5 cells, Fluo-8 calcium fluorescence, ACh EC80 | inhibition, % at 3 µM | hit rate 0.59% among 360,000 | AID 624040;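 active = inhibition above a per-plate cutoff, the mean of that plate's test compounds plus 3 SD, cut at about 27% in these data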;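 also: 0% = acetylcholine EC80 with DMSO and 100% = DMSO without agonist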
M5 PAM = CHRM5 positive allosteric modulation. P08912. CHO-K1 hM5, Fluo-8 calcium, ACh EC20 PAM; 0% = ACh EC20, 100% = ACh EC100. activation, % at 3 µM. hit rate 0.3% among 360,000. AID 624038;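 active = activation above the run cutoff, the mean activation of all test compounds plus 3 SD, cut at about 18% in these data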
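Test system: CHO-K1 hM5 cells / Doses: single-point, 3 µM nominal / Times: Post-acetylcholine fluorescence recording 140 s / Technique: Fluo-8 calcium fluorescence / Measure: Max/basal fluorescence ratio as % of EC20–EC100 ACh window / Benchmarks: low control EC20 acetylcholine (0%), high control EC100 acetylcholine (100%) / Replicates: one well per compound, no replicates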
CRFR2-BP antag = CRF-BP/CRF-R2 complex antagonism; HEK293 CRF-R2/CRF-BP, CRF-induced calcium fluorescence; inhibition, % at 11.8 µM; hit rate 0.59% among 350,000; AID 588475;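 active = inhibition of the ligand-induced calcium signal above about 50% at the single tested concentration, limit read from the data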
CHRM4 antagonist = blocks acetylcholine activation of human M4 receptor; CHO-hM4 cells, ACh EC80, Fluo-8 calcium fluorescence; inhibition, % at 3 µM; hit rate 0.73% among 360,000;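 active = inhibition above its plate's cutoff, the mean inhibition of sample wells plus 3 SD, cut at about 27% in these data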;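 also: 0% = acetylcholine EC80 with DMSO and 100% = DMSO without agonist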
CHRM5 agonist = CHRM5 agonism in calcium assay; P08912; CHO-K1 hM5 cells, Fluo-8 calcium fluorescence; 0% DMSO wells, 100% maximal acetylcholine response; activation, % at 3 µM; hit rate 0.19% among 360,000; AID 624037;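 active = activation above the run's mean over test compounds plus 3 SD, cut at about 23% in these data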;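 also: signal is peak over basal fluorescence ratio across the kinetic read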
M4 PAM = positive allosteric modulators of human muscarinic M4 receptor; AID 624126; P08173; hit rate 0.4% among 360,000; activation, % at 3 µM; CHO-K1 hM4/Gqi5, Fluo-8 calcium fluorescence, ACh EC20; 0% = ACh EC20, 100% = maximal ACh;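 active = activation above its plate's cutoff, the mean activation of sample wells plus 3 SD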; also: some results filed as inactive read as strong as hits
IDE cell inh = inhibitors of human insulin-degrading enzyme in cells. P14735. HEK cells, FAbetaB cleavage, fluorescence polarization. inhibition, % at 5.59 µM. hit rate 0.41% among 320,000;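 active = percent inhibition above the average of all tested compounds plus 3 SD, set per screening campaign, cut at about 16% in these data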;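 also: IDE supplied by intact live HEK cells; FP after avidin binding of uncleaved biotin substrate so inhibition keeps polarization high; 0% = DMSO wells and 100% = 60 µM reference IDE inhibitor Ii1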
Target sequence (P14735 whole entry, looked up): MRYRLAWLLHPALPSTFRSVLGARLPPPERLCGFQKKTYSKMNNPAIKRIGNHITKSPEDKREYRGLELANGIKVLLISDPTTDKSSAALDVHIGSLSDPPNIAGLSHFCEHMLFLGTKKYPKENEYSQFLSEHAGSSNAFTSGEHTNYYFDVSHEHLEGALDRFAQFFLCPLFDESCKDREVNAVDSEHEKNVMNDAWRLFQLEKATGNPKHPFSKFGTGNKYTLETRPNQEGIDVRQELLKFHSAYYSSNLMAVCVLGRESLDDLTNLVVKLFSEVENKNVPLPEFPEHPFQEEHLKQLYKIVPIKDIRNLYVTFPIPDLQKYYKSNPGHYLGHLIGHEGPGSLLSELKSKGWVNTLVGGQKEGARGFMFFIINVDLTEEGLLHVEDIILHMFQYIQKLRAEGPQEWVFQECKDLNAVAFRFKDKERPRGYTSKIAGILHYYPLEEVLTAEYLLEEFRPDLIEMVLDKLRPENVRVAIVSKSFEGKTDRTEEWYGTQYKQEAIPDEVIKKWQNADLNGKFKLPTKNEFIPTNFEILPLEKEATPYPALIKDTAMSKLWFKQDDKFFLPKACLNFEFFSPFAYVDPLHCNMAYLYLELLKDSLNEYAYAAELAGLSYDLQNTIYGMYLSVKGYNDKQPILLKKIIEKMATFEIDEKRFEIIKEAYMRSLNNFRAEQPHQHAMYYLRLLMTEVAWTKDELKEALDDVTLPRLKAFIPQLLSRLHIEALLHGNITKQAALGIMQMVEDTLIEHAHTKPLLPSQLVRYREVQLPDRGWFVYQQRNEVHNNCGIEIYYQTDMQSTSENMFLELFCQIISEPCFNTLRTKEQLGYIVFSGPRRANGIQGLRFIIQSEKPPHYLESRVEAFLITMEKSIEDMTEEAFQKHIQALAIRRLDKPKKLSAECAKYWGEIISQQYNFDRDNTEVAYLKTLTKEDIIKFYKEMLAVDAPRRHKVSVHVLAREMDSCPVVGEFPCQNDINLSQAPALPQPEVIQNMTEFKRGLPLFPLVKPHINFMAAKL
* marks the source's active call; other numbers are inactive results.

`COC(=O)c1ccc(/C=C(\C#N)C(=O)NC(C)c2ccccc2)cc1` (stereo unspecified) gave M4 ag 2, CRFR2-BP ag 6.2, CHRM5 antagonist 2, M5 PAM 0, CRFR2-BP antag -70, CHRM4 antagonist -3, CHRM5 agonist 1, M4 PAM -5 and IDE cell inh 8.
`CC(=O)c1ccc(N2CCN(S(=O)(=O)c3csc(C(N)=O)c3)CC2)cc1` gave M4 ag 4, CRFR2-BP ag -0.4, CHRM5 antagonist -2, M5 PAM 1, CRFR2-BP antag 5, CHRM4 antagonist -12, CHRM5 agonist 1, M4 PAM 2 and IDE cell inh 1.
Screening O=c1[nH]nc(-c2n[nH]c(=O)o2)o1 returned M4 ag 0, CRFR2-BP ag 0.9, CHRM5 antagonist 1, M5 PAM 8, CRFR2-BP antag -5, CHRM4 antagonist 0, CHRM5 agonist 2 and M4 PAM 0.
For CC(=O)N1CCN(C(=O)OC2CC3CC2[C@H]2CCCCN2C3=O)CC1 (stereo partly specified) the results were M4 ag 1, CHRM5 antagonist 14, M5 PAM -10, CHRM4 antagonist -9, CHRM5 agonist 1 and M4 PAM 2.
O=C(COc1ccc(F)cc1Br)Nc1ccccc1N1CCCC1 was read as M4 ag 1, CRFR2-BP ag -0.6, CHRM5 antagonist 1, M5 PAM -3, CRFR2-BP antag -21, CHRM4 antagonist -11, CHRM5 agonist -3 and M4 PAM -1.
COc1ccc(N(C)S(=O)(=O)c2ccc3c(c2)oc(=O)n3C)cc1 was read as M4 ag 2, CRFR2-BP ag 0.4, CHRM5 antagonist -2, M5 PAM 0, CRFR2-BP antag 20, CHRM4 antagonist -5, CHRM5 agonist 0, M4 PAM 1 and IDE cell inh 5.
`Nn1c(SCC(=O)NCCc2ccc(S(N)(=O)=O)cc2)nnc1C1CCCCC1` gave M4 ag 0, CRFR2-BP ag -0.8, CHRM5 antagonist 16, M5 PAM 2, CRFR2-BP antag -5, CHRM4 antagonist 6, CHRM5 agonist 1, M4 PAM -1 and IDE cell inh 7.
Screening Cc1cc(Nc2ccc(Cl)cc2)nc(N)n1 returned M4 ag 1, CRFR2-BP ag 0.4, CHRM5 antagonist -7, M5 PAM 1, CRFR2-BP antag -14, CHRM4 antagonist 2, CHRM5 agonist -1, M4 PAM -8 and IDE cell inh 1.
For COc1ccc(NC(=O)COC(=O)Cc2cccs2)cc1Cl the results were M4 ag 2, CRFR2-BP ag -1.3, CHRM5 antagonist -2, M5 PAM -1, CRFR2-BP antag -3, CHRM4 antagonist -3, CHRM5 agonist -1 and M4 PAM 1.
O=C(CN1C(=O)c2cccnc2Oc2ccc(Cl)cc21)NCCCc1ccccc1 was read as M4 ag 17, CRFR2-BP ag 0.7, CHRM5 antagonist 16, M5 PAM -13, CRFR2-BP antag 6, CHRM4 antagonist 12, CHRM5 agonist 0, M4 PAM -9 and IDE cell inh -1.
`CCOC(=O)N1CCN(c2c(NCC3CCCO3)c(=O)c2=O)CC1` (stereo unspecified) gave M4 ag 0, CRFR2-BP ag 0.3, CHRM5 antagonist 3, M5 PAM -4, CRFR2-BP antag -4, CHRM4 antagonist -7, CHRM5 agonist 1, M4 PAM -1 and IDE cell inh -3.
Screening C#CCOCCOCCOCCNc1nc(N2CCN(C(=O)CCCCCCCCCCNC(=O)Cn3cc(CCCCCN)nn3)CC2)nc(N2CCN(C(=O)CCCCCCCCCCNC(=O)Cn3cc(C[C@@H](C)O)nn3)CC2)n1 returned M4 ag 8, CRFR2-BP ag 31, CHRM5 antagonist -3, M5 PAM 0, CRFR2-BP antag -23, CHRM4 antagonist 10, CHRM5 agonist -3, M4 PAM -4 and IDE cell inh 2.
`Cc1ccc(C(=O)COC(=O)c2ccc(Br)o2)cc1C` gave M4 ag 0, CRFR2-BP ag -0.6, CHRM5 antagonist 3, M5 PAM -9, CRFR2-BP antag -19, CHRM4 antagonist -3, CHRM5 agonist -2, M4 PAM 7 and IDE cell inh 1.
Screening Cc1ccnc(NC(=O)CCC(=O)N(CC(=O)NCc2ccccc2)Cc2cccs2)c1 returned M4 ag 2, CRFR2-BP ag -3.9, CHRM5 antagonist 1, M5 PAM -8, CRFR2-BP antag 15, CHRM4 antagonist 2, CHRM5 agonist -1, M4 PAM 2 and IDE cell inh 4.
COc1cc(OC)cc(-c2nc3ccccc3c(=O)o2)c1 was read as M4 ag -2, CRFR2-BP ag 1.6, CHRM5 antagonist -4, M5 PAM 5, CRFR2-BP antag 8, CHRM4 antagonist 5, CHRM5 agonist 4, M4 PAM 14 and IDE cell inh 2.

A stretch from further up, for reference:
Screening Cc1ccnc(NC(=O)CCC(=O)N(CC(=O)NCc2ccccc2)Cc2cccs2)c1 returned M4 ag 2, CRFR2-BP ag -3.9, CHRM5 antagonist 1, M5 PAM -8, CRFR2-BP antag 15, CHRM4 antagonist 2, CHRM5 agonist -1, M4 PAM 2 and IDE cell inh 4.
COc1cc(OC)cc(-c2nc3ccccc3c(=O)o2)c1 was read as M4 ag -2, CRFR2-BP ag 1.6, CHRM5 antagonist -4, M5 PAM 5, CRFR2-BP antag 8, CHRM4 antagonist 5, CHRM5 agonist 4, M4 PAM 14 and IDE cell inh 2.

More records.
`Cc1coc2cc3oc(=O)c(CCC(=O)NCCCN4CCOCC4)c(C)c3cc12` gave M4 ag 3, CRFR2-BP ag 0.2, CHRM5 antagonist 7, M5 PAM -2, CRFR2-BP antag 6, CHRM4 antagonist -6, CHRM5 agonist 2, M4 PAM -1 and IDE cell inh 2.
Screening CCC(C)[C@H]1CNC(=O)C(=O)N1CCc1cccc2ccccc12 (stereo partly specified) returned M4 ag 0, CHRM5 antagonist -4, M5 PAM 5, CHRM4 antagonist -5, CHRM5 agonist 2 and M4 PAM 2.
For COc1ccc(C(=O)N/C(=C/c2cccs2)C(=O)NC(C)(C)C)cc1OC the results were M4 ag 3, CRFR2-BP ag -1.3, CHRM5 antagonist 6, M5 PAM 0, CRFR2-BP antag -7, CHRM4 antagonist -5, CHRM5 agonist 3, M4 PAM 6 and IDE cell inh 9.
CCOC(=O)[C@]12CCCC=C1N(Cc1ccc3c(c1)OCO3)C(=O)[C@H](CC(=O)N1CCSCC1)C2 was read as M4 ag 6, CHRM5 antagonist 7, M5 PAM -13, CHRM4 antagonist 5, CHRM5 agonist -1 and M4 PAM -5.
O=S(=O)(c1cccc(-c2n[nH]c(=S)n2-c2cccc(C(F)(F)F)c2)c1)N1CCOCC1 was read as M4 ag 0, CRFR2-BP ag -1.9, CHRM5 antagonist -3, M5 PAM 3, CRFR2-BP antag -1, CHRM4 antagonist 11, CHRM5 agonist 2, M4 PAM 2 and IDE cell inh 6.
O=C1CCCN1c1ccc(S(=O)(=O)NCc2ccc(F)cc2)cc1 was read as M4 ag 8, CRFR2-BP ag -1.0, CHRM5 antagonist 8, M5 PAM -7, CRFR2-BP antag -3, CHRM4 antagonist -13, CHRM5 agonist 3, M4 PAM -1 and IDE cell inh 3.
`COC(=O)[C@@]1(Cc2ccc(OC)cc2)[C@H]2c3cc(C(=O)N4CCCC4)n(Cc4ccc(S(C)(=O)=O)cc4)c3C[C@H]2CN1C(=O)c1ccccc1` gave M4 ag 4, CHRM5 antagonist -2, M5 PAM -5, CHRM4 antagonist -3, CHRM5 agonist 1 and M4 PAM 12.
For O=C(C1CC(c2ccccc2O)=NO1)N1CCCCC1 (stereo unspecified) the results were M4 ag 6, CRFR2-BP ag -1.4, CHRM5 antagonist -1, M5 PAM -7, CRFR2-BP antag -8, CHRM4 antagonist 5, CHRM5 agonist 5, M4 PAM 4 and IDE cell inh 1.
Cc1nc2nc(SCC(=O)NCCN3CCOCC3)nn2c(C)c1Cc1ccccc1 was read as M4 ag 1, CRFR2-BP ag 2.0, CHRM5 antagonist 3, M5 PAM -6, CRFR2-BP antag -34, CHRM4 antagonist 10, CHRM5 agonist -2, M4 PAM -3 and IDE cell inh 6.
`COc1ccc(Cc2nnc(-c3ccc(F)cc3)o2)cc1OC` gave M4 ag 5, CRFR2-BP ag 2.8, CHRM5 antagonist 1, M5 PAM -8, CRFR2-BP antag 1, CHRM4 antagonist -18, CHRM5 agonist 5, M4 PAM -3 and IDE cell inh 4.
Screening CC(=O)Oc1ccc(-c2nc3ccccc3c(=O)o2)cc1 returned M4 ag -1, CRFR2-BP ag 0.5, CHRM5 antagonist 4, M5 PAM 1, CRFR2-BP antag 17, CHRM4 antagonist 13, CHRM5 agonist 0, M4 PAM -4 and IDE cell inh -3.
`CC1CN(c2ccc([N+](=O)[O-])c(NCCOc3ccccc3)c2)CC(C)N1` (stereo unspecified) gave M4 ag 7, CRFR2-BP ag 13, CHRM5 antagonist 4, M5 PAM -9, CRFR2-BP antag -22, CHRM4 antagonist 2, CHRM5 agonist -2, M4 PAM 0 and IDE cell inh 6.
For CCC(c1nnnn1-c1c(C)cccc1C)N1CCN(c2ccc(C(F)(F)F)cc2[N+](=O)[O-])CC1 (stereo unspecified) the results were M4 ag 1, CHRM5 antagonist -7, M5 PAM 1, CHRM4 antagonist -17, CHRM5 agonist -1 and M4 PAM 17.
CCC(=O)Nc1c(C)n[nH]c1C was read as M4 ag 0, CRFR2-BP ag -2.4, CHRM5 antagonist 3, M5 PAM -3, CRFR2-BP antag 9, CHRM4 antagonist 10, CHRM5 agonist 1, M4 PAM 2 and IDE cell inh -2.
Screening Nc1ccc(SCc2nc3cccc4c3n2CCC4)cc1 returned M4 ag 0, CRFR2-BP ag -3.1, CHRM5 antagonist 1, M5 PAM 0, CRFR2-BP antag -11, CHRM4 antagonist -4, CHRM5 agonist -3, M4 PAM -2 and IDE cell inh -5.
`Cc1cc(NC(=O)c2cc(-c3ccco3)on2)n(-c2ccccc2)n1` gave M4 ag -1, CRFR2-BP ag -0.7, CHRM5 antagonist 1, M5 PAM -1, CRFR2-BP antag 7, CHRM4 antagonist 1, CHRM5 agonist -5, M4 PAM 1 and IDE cell inh -7.
`COC(=O)c1c(NC(=O)CN2C(=O)C(=O)N(CC(C)C)C2=O)sc(C)c1C` gave M4 ag 1, CRFR2-BP ag -1.1, CHRM5 antagonist 4, M5 PAM 4, CRFR2-BP antag -6, CHRM4 antagonist -2, CHRM5 agonist -4, M4 PAM 16 and IDE cell inh -2.
`CC1CCC(NC(=O)c2cc3c(=O)n(C)c4ccccc4c3n2C)CC1` (stereo unspecified) gave M4 ag 1, CRFR2-BP ag -5.0, CHRM5 antagonist 0, M5 PAM -5, CRFR2-BP antag -6, CHRM4 antagonist -7, CHRM5 agonist 2, M4 PAM 2 and IDE cell inh 3.
Screening CCN1CCN(c2ccc([N+](=O)[O-])cc2S(=O)(=O)N2CCOCC2)CC1 returned M4 ag 1, CRFR2-BP ag 3.9, CHRM5 antagonist -3, M5 PAM -5, CRFR2-BP antag -34, CHRM4 antagonist -3, CHRM5 agonist -6, M4 PAM 13 and IDE cell inh 2.
For O=c1[nH]c(CN2CCN(Cc3ccccc3)CC2)nc2scc(-c3ccccc3)c12 the results were M4 ag 4, CRFR2-BP ag 1.0, CHRM5 antagonist 13, M5 PAM -5, CRFR2-BP antag -10, CHRM4 antagonist 4, CHRM5 agonist -9, M4 PAM 5 and IDE cell inh -5.
For O=C(/C=N/O)Nc1ccc2sc3ccccc3c2c1 the results were M4 ag 1, CRFR2-BP ag 0.2, CHRM5 antagonist 10, M5 PAM 8, CRFR2-BP antag 6, CHRM4 antagonist 1, CHRM5 agonist 1, M4 PAM 6 and IDE cell inh 14.

Assay outcomes: PubChem, several laboratories
